# TAAR1 agonist = agonists of human TAAR1. Q96RJ0. CHO RD-HGA16 TAAR1, Fluo-8 calcium fluorescence; vehicle wells 0%, saturating PEA agonist 100%. activation, % at 3 µM. hit rate 0.99% among 360,000. AID 624467;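 active = activation above the mean activation of all test compounds in the run plus 3 SD, cut at about 38% in these data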
#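 Test system: RD-HGA16 (CHO) cells co-expressing Gα16 and hTAAR1; dosing: one-point dosing at 3 µM (nominal); timing: 17-24 h seeding, 75 min 37 °C dye, 30 min RT; signal: kinetic Fluo-8 calcium fluorescence; read-out basis: % activation relative to PEA EC100 response; controls: DMSO and PEA EC100; replicates: n 1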
# CHRM1 agonist = human M1 muscarinic receptor agonism; activation, % at 3 µM; AID 588814; CHO-K1 hM1, Fluo-8 calcium fluorescence, agonist mode; 0% DMSO, 100% acetylcholine EC100; hit rate 0.33% among 360,000;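 active = activation above the run's mean compound activation plus 3 SD, cut at about 16% in these data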;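 also: peak over basal fluorescence ratio within a 140 s kinetic read after compound addition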
# M4 ag = CHRM4 agonism in calcium assay; P08173; CHO-K1 hM4/Gqi5, Fluo-8 calcium fluorescence; vehicle 0%, full acetylcholine response 100%; activation, % at 3 µM; hit rate 0.14% among 360,000;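 active = activation above the run mean over all test wells plus 3 SD, cut at about 32% in these data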;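 also: peak over basal fluorescence ratio per well then scaled between controls; 0% = DMSO wells and 100% = acetylcholine at EC100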
# Target sequence (P08173 whole entry, looked up): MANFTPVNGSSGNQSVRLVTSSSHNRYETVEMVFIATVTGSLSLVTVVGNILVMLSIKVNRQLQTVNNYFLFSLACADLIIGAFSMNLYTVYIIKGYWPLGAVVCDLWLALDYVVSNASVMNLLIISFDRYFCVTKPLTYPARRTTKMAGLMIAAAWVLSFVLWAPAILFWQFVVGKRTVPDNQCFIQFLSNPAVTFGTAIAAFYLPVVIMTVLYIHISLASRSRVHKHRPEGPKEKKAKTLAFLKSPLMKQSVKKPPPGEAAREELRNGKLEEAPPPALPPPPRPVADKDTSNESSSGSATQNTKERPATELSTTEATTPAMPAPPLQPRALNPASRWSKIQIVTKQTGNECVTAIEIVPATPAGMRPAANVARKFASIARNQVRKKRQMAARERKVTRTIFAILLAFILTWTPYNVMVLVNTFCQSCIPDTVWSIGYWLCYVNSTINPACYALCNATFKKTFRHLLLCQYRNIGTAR
# CHRM5 PAM = positive allosteric modulators of human muscarinic M5 receptor; P08912; CHO-K1 hM5, Fluo-8 calcium, ACh EC20 PAM; 0% = ACh EC20, 100% = ACh EC100; activation, % at 3 µM; hit rate 0.3% among 360,000; AID 624038;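 active = activation above the run cutoff, the mean activation of all test compounds plus 3 SD, cut at about 18% in these data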
# Target sequence (P08912 whole entry, looked up): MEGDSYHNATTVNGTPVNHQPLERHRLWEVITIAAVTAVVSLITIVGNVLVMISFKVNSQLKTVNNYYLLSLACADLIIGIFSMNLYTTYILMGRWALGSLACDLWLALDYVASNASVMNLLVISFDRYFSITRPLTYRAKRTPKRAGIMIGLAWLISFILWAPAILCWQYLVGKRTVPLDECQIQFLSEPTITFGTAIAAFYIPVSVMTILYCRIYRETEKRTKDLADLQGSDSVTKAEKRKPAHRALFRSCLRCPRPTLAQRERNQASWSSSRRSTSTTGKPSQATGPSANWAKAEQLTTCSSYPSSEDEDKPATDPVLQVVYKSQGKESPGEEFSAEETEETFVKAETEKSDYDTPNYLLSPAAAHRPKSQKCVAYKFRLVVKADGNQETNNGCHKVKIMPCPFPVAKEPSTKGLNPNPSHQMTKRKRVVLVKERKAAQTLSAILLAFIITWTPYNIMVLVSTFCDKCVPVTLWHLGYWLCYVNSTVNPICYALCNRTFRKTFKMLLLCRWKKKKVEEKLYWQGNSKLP
#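 Replicates: One well per compound, no replicates | System: Human M5 receptor in CHO-K1 cells | Benchmarks: Low control EC20 acetylcholine (0%), high control EC100 acetylcholine (100%) | Probe or stimulus: Acetylcholine, EC20 level | Times: Fluo-8 loading 80 min at 37 °C plus 30 min room temperature | Signal: Intracellular calcium via Fluo-8 fluorescence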
# M1 PAM = potentiates human M1 receptor response to acetylcholine; AID 588819; CHO-K1 hM1, Fluo-8 calcium fluorescence, ACh EC20; 0% = ACh EC20, 100% = maximal ACh; hit rate 0.088% among 360,000; activation, % at 3 µM; P11229; in the data active = activation above about 19%, passing the limit was not always enough
# M1 antag = human CHRM1 antagonism; P11229; CHO-K1 hM1, Fluo-8 calcium fluorescence, ACh EC80 antagonist; inhibition, % at 3 µM; hit rate 1.3% among 360,000; AID 588852;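 active = percent inhibition above its own plate's cutoff, namely the mean of that plate's compound wells plus 3 SD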;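 also: peak over basal fluorescence ratio during 140 s after agonist addition; 0% = ACh EC80 plus DMSO and 100% = DMSO alone without agonist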
# CHRM5 antagonist = CHRM5 antagonism in calcium assay; P08912; CHO-hM5 cells, Fluo-8 calcium fluorescence, ACh EC80; inhibition, % at 3 µM; hit rate 0.59% among 360,000;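 active = inhibition above a per-plate cutoff, the mean of that plate's test compounds plus 3 SD, cut at about 27% in these data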;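 also: 0% = acetylcholine EC80 with DMSO and 100% = DMSO without agonist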
# CHRM4 antagonist = blocks acetylcholine activation of human M4 receptor; P08173; hit rate 0.73% among 360,000; CHO-hM4 cells, ACh EC80, Fluo-8 calcium fluorescence; AID 624125; inhibition, % at 3 µM;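 active = inhibition above its plate's cutoff, the mean inhibition of sample wells plus 3 SD, cut at about 27% in these data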;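 also: 0% = acetylcholine EC80 with DMSO and 100% = DMSO without agonist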
# CHRM5 agonist = agonists of human muscarinic M5 receptor (CHRM5); P08912; AID 624037; CHO-K1 hM5 cells, Fluo-8 calcium fluorescence; 0% DMSO wells, 100% maximal acetylcholine response; hit rate 0.19% among 360,000; activation, % at 3 µM;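 active = activation above the run's mean over test compounds plus 3 SD, cut at about 23% in these data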;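 also: signal is peak over basal fluorescence ratio across the kinetic read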
# An asterisk follows results filed as active; . = not tested or not shown. These rows are one share of the data; rates above refer to the full screens.
SMILES,TAAR1 agonist,CHRM1 agonist,M4 ag,CHRM5 PAM,M1 PAM,M1 antag,CHRM5 antagonist,CHRM4 antagonist,CHRM5 agonist
COc1ccc(C2=Nn3c(nnc3-c3ccccc3Cl)SC2)cc1OC1CCOC1 (stereo unspecified),5,-1,0,4,7,-11,-2,-20,2
COc1ccc(-c2cc3nc(C)cc(N4CC(C)CC(C)C4)n3n2)cc1 (stereo unspecified),6,-1,-1,4,5,-37,-4,-1,-2
COc1cc(/C=C2\SC(=Nc3ccccc3)N(CCc3c[nH]c4ccccc34)C2=O)ccc1OC(C)C(=O)O (stereo unspecified),0,-7,1,-1,10,-7,3,0,-3
CCOC(=O)[C@H]1[C@H]2COc3ccc(Br)cc3[C@@H]2N2C(=O)CN(Cc3ccc(C)cc3)C(=O)[C@@]12C,3,-5,12,4,4,2,1,3,-3
O=C(O)CN1C(=O)/C(=C/C=C/c2ccccc2)SC1=S,8,-6,1,-3,2,-4,4,-6,-2
C=CCC1(CC=C)CCCN1C(=O)CC1C(=O)NCCN1Cc1ccccc1OC (stereo unspecified),7,-5,3,-5,6,-13,-9,-5,-4
CC(C)OCCCNC(=O)COCC(=O)Nc1ccc(OCCc2ccccc2)cc1,5,-1,11,-8,-3,-2,12,3,7
COC(=O)c1ccc(NC(=O)CN2CCN(CCO)CC2)cc1,1,-3,0,1,7,-16,-2,-5,1
COc1cc2c(c(OC)c1OC)C(=O)CC2,2,-3,0,4,10,-12,11,-7,0
O=C(O)c1ccc(C(=O)O)c(C(=O)c2ccc(NC(=O)c3ccccc3)cc2)c1,-1,-4,1,0,6,-12,6,-1,0
COc1ccc(OC)c(NC(=O)Nc2nc(C(C)N)cs2)c1 (stereo unspecified),0,1,0,-2,-1,-2,-4,-3,1
COc1ccc(C(=O)NCC(=O)N/N=C/c2c(C)[nH]c3ccccc23)cc1OC,1,-2,1,-4,-1,2,12,-1,-5
Cc1ccc(NC(=O)CSc2nnc(-c3ccco3)c(-c3ccco3)n2)cc1,0,-3,1,9,0,-22,21,6,-4
O=C(NC(=S)N1CCc2ccccc21)C1CCC1,0,-5,0,6,5,-3,-4,-1,0
Cc1cc(C(=O)Nc2c(C)nn(Cc3c(Cl)cccc3Cl)c2C)no1,13,0,0,4,0,4,3,4,4
Cc1cccc(NC(=O)c2ccc3ccccc3n2)n1,14,-6,1,-6,-7,-1,-5,-1,-6
COc1ccc(CNCCSc2nnnn2C)cc1OC,16,-6,0,-1,3,-4,-4,-9,-1
Cc1cccc(-c2noc(-c3c(C)noc3C)n2)c1,29,-4,0,5,1,-6,-8,0,-1
CCOC(=O)Nc1ccc2c(c1)OCO2,6,-3,2,4,15,-16,0,4,1
COc1cscc1C(=O)O,1,-2,1,-1,8,-8,5,2,-1
COc1ccc(NC(=O)C(c2ccc(C)cc2)N(C)C(=O)CNC(C)=O)cc1 (stereo unspecified),4,-1,1,4,6,-5,-7,7,-5
CCCNC(=O)C1(CC2CC(c3ccccc3)=NO2)CCNCC1 (stereo unspecified),4,-11,1,7,3,2,3,1,-4
Cc1c(CNCCc2ccccc2)c(C(=O)O)c(C)n1-c1ccccc1,78*,-6,1,2,12,-16,2,-2,-4
CC1(C)Cc2c(c(N3CCOCC3)nc3sc(C(=O)Nc4ccccc4)c(N)c23)CO1,6,-1,5,3,4,-1,-7,-13,0
CC(=O)c1ccc(NC(=O)COC(=O)C2CCN(S(=O)(=O)c3cccs3)CC2)cc1,10,-1,15,-17,0,-2,6,-9,2
SMILES,TAAR1 agonist,CHRM1 agonist,M4 ag,CHRM5 PAM,M1 PAM,M1 antag,CHRM5 antagonist,CHRM4 antagonist,CHRM5 agonist
CS(=O)(=O)N(CC(=O)NC1CCCCC1)Cc1ccc(Cl)cc1,5,-3,1,-4,-2,5,1,1,-2
COc1ccc2[nH]c(=O)c(CN(Cc3nnnn3Cc3ccccc3)CC3CCCO3)cc2c1 (stereo unspecified),9,-3,2,1,5,-1,-9,-2,3
N#CC(C#N)=C1CCCc2sccc21,-1,-5,1,0,3,-8,11,-8,-3
O=C(NCc1cccnc1)C1CC(=O)N(C2CCCCC2)C1 (stereo unspecified),3,-4,1,-1,2,-10,-12,-16,-3
CN1C(=O)Cc2cc(S(=O)(=O)N3CCN(c4ccccc4F)CC3)ccc21,1,0,4,-7,2,-10,15,-2,1
O=C(CSc1nnnn1-c1ccccc1)NCc1cccs1,15,-4,1,20*,5,-6,-17,-7,3
c1ccc2cc(-c3cc4ccccn4c3)ccc2c1,1,-5,1,0,1,1,-1,-10,4
CC(=O)c1cccc(NC(=O)CN2C(=O)NC(C)(c3ccc4c(c3)OCCCO4)C2=O)c1 (stereo unspecified),8,3,5,-1,16,-12,0,-7,3
Cc1cc(=O)n2[nH]c(C(F)(F)F)c(-c3ccccc3)c2n1,.,0,-1,0,6,-2,4,4,-3
Cc1cc[n+](CC(=O)Nc2cc(C(F)(F)F)ccc2Cl)cc1,4,-11,1,-2,1,-22,1,-5,-6
Cc1ccc2cc(C)c3nnc(SCC(=O)Nc4nc5c(s4)CCCC5)n3c2c1C,6,-6,2,-2,3,3,2,7,-2
Cn1c(=O)c2c(ncn2CC(=O)N2CCN(S(=O)(=O)c3ccc(F)cc3)CC2)n(C)c1=O,0,-5,1,-2,7,-6,3,-7,-1
COc1ccccc1CNC(=O)C(=O)NCC1OCCN1C(=O)c1cccs1 (stereo unspecified),0,-7,-1,0,11,-7,-3,19,-2
CC1(C)CC(=O)C(C=Nc2ccc(N)cc2)=C(O)C1,12,-3,3,-3,6,-7,3,3,1
COc1cc(OC)c(C2Oc3nc(SC)nnc3-c3ccccc3N2C(C)=O)cc1OC (stereo unspecified),-1,-3,2,-2,9,-20,3,0,1
O=C(COC(=O)c1c[nH]c(=O)[nH]c1=O)Nc1ccccc1,7,-3,1,-3,5,-13,8,-4,1
CC(=O)c1ccc(S(=O)(=O)N2CCCc3ccccc32)cc1,2,-7,3,-2,1,-10,-4,4,-17
COc1cc(C(=O)NNC(=O)COc2ccc(C)cc2)ccc1OCC(=O)N1CCOCC1,4,0,1,0,17,-23,-4,-8,4
Cc1ccccc1CSc1ncnc2ccccc12,8,-3,-1,7,7,-11,8,-4,-3
COc1ccccc1C(=O)Nc1nnc(SCC(=O)Nc2ccc3c(c2)oc2ccccc23)s1,1,-1,0,-2,3,-12,5,9,0
CN(C)CCCN1C(=O)C(O)=C(C(=O)c2cc3ccccc3o2)C1c1ccccc1 (stereo unspecified),4,-9,0,-8,-4,-31,-5,-2,-6
COc1ccc2[nH]c(=O)c(CN(C(C)=O)c3ccc(C)c(C)c3)cc2c1,3,0,4,3,5,-17,5,-4,0
Cc1cccc2cc(C3CC(c4cccs4)=NN3C(=O)CCC(=O)O)c(Cl)nc12 (stereo unspecified),6,-2,0,-1,8,-11,-2,0,-3
Cc1csc2nc(CNC(=O)c3cccc(C(F)(F)F)c3)cn12,1,-4,0,0,7,-7,-1,5,-1
C=C(C)C(COc1c2occc2cc2ccc(=O)oc12)OC(C)(C)C(O)COc1c2occc2cc2ccc(=O)oc12 (stereo unspecified),16,-2,12,-9,-15,23,8,-25,3
SMILES,TAAR1 agonist,CHRM1 agonist,M4 ag,CHRM5 PAM,M1 PAM,M1 antag,CHRM5 antagonist,CHRM4 antagonist,CHRM5 agonist
S=C(NCc1cccnc1)Nc1cc(Cl)cc(Cl)c1,13,1,16,-22,-3,10,30*,-2,2
Cc1ccc(/C=C/C(=O)c2ccccc(=O)c2O)cc1C,1,-5,0,0,-2,2,0,5,1
O=S(=O)(c1ccc(Cl)nc1)N1CCCCC1,2,-4,1,6,8,-9,2,1,-4
CCCNC(=O)c1ccc2snnc2c1,12,1,0,-2,-1,-40,6,-8,1
CC(Sc1nc2ccccc2s1)C(=O)c1c(N)n(C)c(=O)n(C)c1=O (stereo unspecified),7,-8,2,1,4,-4,2,3,-5
CCOC(=O)N1CCN(C(=O)c2cc3c(=O)[nH]c4ccccc4c3s2)CC1,1,-5,-1,3,4,-21,0,8,1
N/C(=N\OC(=O)COc1ccccc1)c1ccc(Cl)cc1,-1,-5,0,-1,-3,0,-2,5,0

# Random excerpt: 2 entries already listed
SMILES,TAAR1 agonist,CHRM1 agonist,M4 ag,CHRM5 PAM,M1 PAM,M1 antag,CHRM5 antagonist,CHRM4 antagonist,CHRM5 agonist
CCCNC(=O)c1ccc2snnc2c1,12,1,0,-2,-1,-40,6,-8,1
O=S(=O)(c1ccc(Cl)nc1)N1CCCCC1,2,-4,1,6,8,-9,2,1,-4

# Structures above that have a halogen (13):
SMILES,TAAR1 agonist,CHRM1 agonist,M4 ag,CHRM5 PAM,M1 PAM,M1 antag,CHRM5 antagonist,CHRM4 antagonist,CHRM5 agonist
COc1ccc(C2=Nn3c(nnc3-c3ccccc3Cl)SC2)cc1OC1CCOC1 (stereo unspecified),5,-1,0,4,7,-11,-2,-20,2
CCOC(=O)[C@H]1[C@H]2COc3ccc(Br)cc3[C@@H]2N2C(=O)CN(Cc3ccc(C)cc3)C(=O)[C@@]12C,3,-5,12,4,4,2,1,3,-3
Cc1cc(C(=O)Nc2c(C)nn(Cc3c(Cl)cccc3Cl)c2C)no1,13,0,0,4,0,4,3,4,4
CS(=O)(=O)N(CC(=O)NC1CCCCC1)Cc1ccc(Cl)cc1,5,-3,1,-4,-2,5,1,1,-2
CN1C(=O)Cc2cc(S(=O)(=O)N3CCN(c4ccccc4F)CC3)ccc21,1,0,4,-7,2,-10,15,-2,1
Cc1cc(=O)n2[nH]c(C(F)(F)F)c(-c3ccccc3)c2n1,.,0,-1,0,6,-2,4,4,-3
Cc1cc[n+](CC(=O)Nc2cc(C(F)(F)F)ccc2Cl)cc1,4,-11,1,-2,1,-22,1,-5,-6
Cn1c(=O)c2c(ncn2CC(=O)N2CCN(S(=O)(=O)c3ccc(F)cc3)CC2)n(C)c1=O,0,-5,1,-2,7,-6,3,-7,-1
Cc1cccc2cc(C3CC(c4cccs4)=NN3C(=O)CCC(=O)O)c(Cl)nc12 (stereo unspecified),6,-2,0,-1,8,-11,-2,0,-3
Cc1csc2nc(CNC(=O)c3cccc(C(F)(F)F)c3)cn12,1,-4,0,0,7,-7,-1,5,-1
S=C(NCc1cccnc1)Nc1cc(Cl)cc(Cl)c1,13,1,16,-22,-3,10,30*,-2,2
O=S(=O)(c1ccc(Cl)nc1)N1CCCCC1,2,-4,1,6,8,-9,2,1,-4
N/C(=N\OC(=O)COc1ccccc1)c1ccc(Cl)cc1,-1,-5,0,-1,-3,0,-2,5,0
